Efflux pump inh – antifungal efflux pump inhibition, Nile Red retention. inhibition, % at 10 µM. S. cerevisiae Candida pump triplex. hit rate 0.44% among 330,000. AID 485275;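 active = plate passing quality check with inhibition over a set limit, or well fluorescence over plate mean plus 4 SD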;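 note: Nile Red retained in pooled yeast measured as flow cytometry median fluorescence; 0% = buffer negative control and 100% = Enniatin B positive control; higher means more Nile Red kept so more efflux inhibition; some compounds called inactive have numbers as strong as hits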
PP5 inh – PP5 (human) phosphatase inhibition. P53041. purified PP5c, OMFP substrate fluorescence. inhibition, % at 6.7 µM. hit rate 0.18% among 320,000. AID 1987;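 active = inhibition above the campaign's mean inhibition across all tested compounds plus 3 SD, cut at about 9.5% in these data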;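 note: 0% = DMSO only and 100% = 100 µM cantharidin control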
Target sequence (P53041 whole entry, looked up): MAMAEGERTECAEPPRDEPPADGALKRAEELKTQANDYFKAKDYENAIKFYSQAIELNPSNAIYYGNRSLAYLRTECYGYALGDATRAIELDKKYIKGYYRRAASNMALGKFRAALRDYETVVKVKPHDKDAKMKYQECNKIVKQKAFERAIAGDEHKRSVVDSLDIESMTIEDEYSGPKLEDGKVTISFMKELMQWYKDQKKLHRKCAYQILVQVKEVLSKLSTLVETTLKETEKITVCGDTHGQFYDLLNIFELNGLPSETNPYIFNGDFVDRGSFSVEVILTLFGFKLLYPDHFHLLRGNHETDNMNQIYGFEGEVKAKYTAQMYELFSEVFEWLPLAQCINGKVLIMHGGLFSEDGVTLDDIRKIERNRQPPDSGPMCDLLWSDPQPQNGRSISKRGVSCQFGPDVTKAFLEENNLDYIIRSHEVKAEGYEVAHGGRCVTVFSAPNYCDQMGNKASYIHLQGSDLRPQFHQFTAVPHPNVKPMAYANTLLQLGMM
LYPLA2 counter – blocks human lysophospholipase 2, a PME1 counter-screen. recombinant LYPLA2, FP-Rh probe fluorescence polarization. hit rate 0.38% among 320,000. inhibition, % at 5.9 µM. O95372;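 active = inhibition above the screen-wide mean plus 3 SD, limit set per campaign, cut at about 26% in these data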;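 note: 0% = LYPLA2 with DMSO and 100% = wells lacking LYPLA2 enzyme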
Target sequence (O95372 whole entry, looked up): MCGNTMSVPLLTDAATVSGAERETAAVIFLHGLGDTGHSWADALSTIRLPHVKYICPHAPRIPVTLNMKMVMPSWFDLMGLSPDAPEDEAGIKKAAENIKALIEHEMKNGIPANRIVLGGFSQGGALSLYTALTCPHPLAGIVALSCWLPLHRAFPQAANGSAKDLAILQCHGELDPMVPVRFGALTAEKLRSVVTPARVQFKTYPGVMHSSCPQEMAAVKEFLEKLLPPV
PREPL inhibitor – human PREPL enzyme inhibition; inhibition, % at 5.96 µM; AID 2751; hit rate 0.68% among 320,000; recombinant PREPL, fluorescence polarization activity-based probe; Q4J6C6; in the data active = inhibition above about 43%;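 note: 0% = enzyme with DMSO and 100% = wells lacking enzyme; many of its hits are not listed in these tables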
Fh CTSL1 inh – cathepsin L1 inhibition, PFM18AAP counter-screen | hit rate 0.49% among 300,000 | inhibition, % at 5.96 µM | recombinant F. hepatica cathepsin L1, Z-Leu-Arg-MCA fluorescence;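 active = inhibition above the mean of all tested compounds plus 3 SD, set per screening campaign, cut at about 17% in these data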;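 note: 0% = plate median of test compound wells and 100% = 1 µM Z-Phe-Ala-diazomethylketone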
TPT1 inhibitor – C. albicans TPT1 enzyme inhibition | recombinant caTPT1, FP RNA substrate dephosphorylation | inhibition, % at 5 µM | AID 1962 | hit rate 0.81% among 300,000;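 active = inhibition above the mean of all tested compounds plus 3 SD, set per screening campaign, cut at about 24% in these data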;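 note: plate controls were DMSO alone for no effect and ferristatin control at 100 nM for full effect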
PP1 counter – PP1-alpha (human) inhibition in PP5 counter-screen | purified PP1alpha, OMFP fluorescence | P62136 | hit rate 0.9% among 320,000 | inhibition, % at 6.7 µM | AID 2235;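 active = inhibition above the mean inhibition of all tested compounds plus 3 SD, computed separately for each screening campaign, cut at about 15% in these data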
Target sequence (P62136 whole entry, looked up): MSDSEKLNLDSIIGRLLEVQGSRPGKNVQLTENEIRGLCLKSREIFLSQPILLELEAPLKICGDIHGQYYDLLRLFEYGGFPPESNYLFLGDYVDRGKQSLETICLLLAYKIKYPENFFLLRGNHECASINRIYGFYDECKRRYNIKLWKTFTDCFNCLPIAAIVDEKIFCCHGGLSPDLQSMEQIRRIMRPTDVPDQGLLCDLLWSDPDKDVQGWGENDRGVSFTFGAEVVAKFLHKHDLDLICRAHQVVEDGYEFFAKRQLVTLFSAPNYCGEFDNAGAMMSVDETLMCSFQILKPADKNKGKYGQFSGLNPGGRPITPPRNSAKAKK
core dimer inh – HCV core protein dimerization inhibition. inhibition, % at 5 µM. TR-FRET GST/Flag-core106 dimerization, 1536-well. hit rate 0.33% among 300,000;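 active = inhibition above the mean of all tested compounds plus 3 SD, set per screening campaign, cut at about 45% in these data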
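Test system: GST/Flag-tagged HCV core106 proteins; Medium: KF-containing HEPES buffer, pH 7.45, DTT, CHAPS, BSA; Times: compound-protein-antibody incubation 4 h at 22.5 °C; Detection: TR-FRET 671 and 617 nm emission; Benchmarks: wells lacking GST-core106 and wells with excess unlabelled core106.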
JMJD2C inh – blocks human GASC-1 demethylase activity; Q9H3R0; GST-JMJD2C(1-420) H3K9me3 demethylation, DELFIA europium; inhibition, % at 2.35 µM; hit rate 0.069% among 330,000;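 active = more than half of a compound's replicate wells show inhibition beyond 50%, single wells judged on their own value; inconclusive = some, but no more than half, of replicates pass 50% inhibition; inactive = no replicate passes 50% inhibition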;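 note: signal counts dimethyl H3K9 product captured on neutravidin plate; 0% = median of DMSO wells and 100% = 0.3 times that DMSO median; strong numbers were not always called active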
Starred values were filed as active, the others as inactive; u = inconclusive; x = not tested or not shown. A portion of the library; rates above refer to the full screens.

SMILES	Efflux pump inh	PP5 inh	LYPLA2 counter	PREPL inhibitor	Fh CTSL1 inh	TPT1 inhibitor	PP1 counter	core dimer inh	JMJD2C inh
COc1ccc(C(=O)Cc2cc3cccc(OC)c3oc2=O)cc1	-0.1	0.1	-3	17	0	-3	-4	11	-4
CCCCSc1ncnc2[nH]ncc12	0.2	2.5	7	2	-2	4	3	0	9
CCC(Oc1ccccc1)C(=O)Nc1ccc(S(=O)(=O)Nc2cc(C)on2)cc1 (configuration not stated)	0.1	1.6	6	-3	0	-1	3	-1	3
CCc1noc(C)c1C(=O)Nc1nc2ccc(F)cc2s1	-0.1	0.2	-8	-24	2	3	-6	0	7
COc1ccc(OC)c(N(CC(=O)NCCSCc2ccco2)S(=O)(=O)c2ccc(OC)c(OC)c2)c1	5.1	3.0	2	3	-1	1	-3	7	-7
COc1ccc(CC(=O)N2CCN(S(=O)(=O)c3cccs3)CC2)cc1OC	0.1	1.8	4	2	-1	0	-1	2	-6
Cc1ccc(OCc2ccccc2Br)c([N+](=O)[O-])n1	0.2	2.3	0	12	1	3	1	-2	19
O=C(CCNC(=O)Cn1ccc2ccccc2c1=O)NCCC1=CCCCC1	0.1	-0.3	6	0	6	-6	-3	-2	-2
Cc1noc(C)c1COc1ccc(C(=O)NCCc2ccc(F)cc2)cc1	0.0	3.0	11	9	x	x	1	x	4
CCc1cccc(C)c1NC(=S)N(CCCN1CCOCC1)Cc1cccnc1	0.0	-0.9	2	-1	-1	-1	1	2	u
C=CCOc1c2ccc(C(=O)NC3CCCc4ccccc43)cc2nn1C (configuration not stated)	-0.2	-1.9	8	1	2	2	-1	1	-2
CCOC(=O)N1CCc2c(sc(NC(=O)CCS(=O)(=O)c3ccccc3)c2C(N)=O)C1	0.1	-0.6	-3	13	-19	-10	-2	-16	2
O=C(CCSc1ccccc1)NNC(=O)c1ccccc1F	-0.1	0.1	0	4	-29	-1	-2	-3	-2
Cc1ccccc1N(C(=O)c1snc(C(N)=O)c1N)C(C(=O)NCc1ccccc1)c1ccc(O)cc1 (configuration not stated)	0.0	-0.2	-20	18	4	0	0	5	0
O=c1c2c(nc3c(-c4cccc(Br)c4)c[nH]n13)CCCC2	-0.1	0.1	0	22	6	1	2	-11	-4
CCCCN(C)CCCNC(=O)c1cn(C)c2ccc(S(=O)(=O)N(C)C3CCCCC3)cc2c1=O	0.1	1.1	1	5	-2	-1	1	2	-5
CCc1ccc(/C=C2\SC(N3CCOCC3)=NC2=O)cc1	0.4	1.0	-1	19	7	-1	-2	-1	-22
COc1ccc(/C=C(\C#N)C(=O)NCCCn2ccnc2)cc1	-0.5	2.5	3	9	1	-1	-1	-1	1
CNC(=O)c1ccc(NC(=O)CN2c3cccc4cccc(c34)S2(=O)=O)cc1	0.1	1.4	1	-12	9	0	-1	7	7
O=C1c2ccccc2C(=O)N1c1ncccn1	-0.1	0.2	5	-1	3	-6	-2	0	13
Cc1ccc(N(CCC(=O)N2CCOCC2)S(=O)(=O)c2ccccc2)cc1	-0.3	2.7	5	8	x	x	-8	x	-6
N/C(=N\c1nc(CSc2nc3ccccc3s2)cc(=O)[nH]1)Nc1ccc(F)cc1	0.1	2.1	2	-11	2	-1	6	9	6
CC(=O)c1ccc(OC(=O)COc2ccccc2Cl)cc1	0.4	1.4	3	-4	-24	3	-5	0	-23
Cc1cccc(-c2c3c(=O)n(C)c(=O)n(C)c3cn2C(C)C)c1	-0.1	4.8	3	8	1	6	8	2	-5
Cc1cc(C(=O)N/N=C2\CC(=O)c3ccccc32)c(C)n1-c1ccc(F)cc1	-0.1	3.9	6	32	2	4	14	71*	58
Cc1ccc(-n2c(C)n[nH]c2=S)cc1C	0.3	-4.9	-2	4	-4	3	-5	-1	-23
Cc1ccc(C(=O)Nc2oc(-c3ccccc3)cc2C#N)cc1	0.2	-0.8	-14	-4	0	18	-2	11	-15
Cc1ccc(C(=O)N2CCC(C)CC2)cc1C	0.4	3.5	2	13	-4	2	0	6	-1
O=C(O)CCC(=O)N1CCc2cc(S(=O)(=O)N3CCN(c4ccc(F)cc4)CC3)ccc21	-0.1	-0.5	10	1	0	-4	1	17	-12
CCOC(=O)C1CCCN(c2c(C(=O)c3ccccc3)cnc3ccc(OC)cc23)C1 (configuration not stated)	-0.2	2.6	-3	-5	0	0	2	6	1
CCOC(=O)N1CCC(NC(=O)c2ccc3c(=O)n4c(nc3c2)CCCC4)CC1	0.0	1.2	-8	-2	0	-1	-1	-3	4
O=C(c1ccc2c(c1)OCCO2)C1CCN(S(=O)(=O)c2ccccc2F)CC1	0.2	0.0	-2	-2	-1	-2	0	4	4
COc1cc(OC)c(Nc2cc(C)nc3nc(C)nn23)cc1Cl	0.1	-1.6	-4	5	0	4	-5	3	-3
COc1cccc(C(=O)Nc2ccc3[nH]c(=O)[nH]c3c2)c1OC	0.2	-0.3	-1	9	-2	1	-4	5	12
CC(C)(C)c1ccc(C(=O)NC(=S)NNC(=O)COc2ccccc2)cc1	0.1	3.4	11	1	0	-7	-1	9	39
O=C(CN1CCCCC1)NC(=O)NC1CCCCC1	0.0	1.4	-3	-1	x	x	-2	x	4
CSc1ccc(Cl)c(C(=O)NNC(=O)c2csc(N3CCOCC3)n2)c1	0.1	0.8	4	-3	2	0	-1	0	-6
Nc1nc2nc(-c3cccs3)cc(C(F)(F)F)n2n1	0.0	-1.3	-4	-11	4	1	1	1	2
CCOc1ccc2nc(N(CCCN(C)C)C(=O)c3ccc(C(=O)c4ccccc4)cc3)sc2c1	0.1	1.8	6	20	-1	-2	1	-4	-3
COc1ccc(Nc2nc(NCC3CCCO3)c3ccccc3n2)c(OC)c1 (configuration not stated)	-0.1	1.3	0	23	2	-6	-2	-3	-26
CN(C)c1ccc(NC(=O)COC(=O)Cn2nnc3ccccc32)cc1	-0.2	2.2	3	-5	-4	0	-2	-4	0
CCOC(=O)c1cc2sc(C)cc2n1CC(=O)N(CC)CC	0.0	-0.1	1	-1	1	0	1	7	11
O=C(N/N=C/c1cccc(F)c1)c1c(O)c2c([nH]c1=O)CCCC2	8.9*	3.2	-1	-4	1	-2	-5	-8	-9
CCN1CCN(Cc2c(O)c(Cl)cc3c(C)cc(=O)oc23)CC1	-0.1	0.2	14	18	5	-6	0	-3	7
O=C1NC(Cc2c[nH]c3ccccc23)C(=O)N1Cc1ccccc1 (configuration not stated)	0.1	0.7	-1	-12	-2	0	2	0	-17
O=C(O)CCCNc1n[nH]c(=O)[nH]c1=O	0.0	-1.4	-2	14	0	0	-2	1	41
Cc1ccc(COc2ccc3c(c2)OCO3)cc1	-0.2	2.2	-6	1	0	-3	0	-11	-10
CC(C)(C)OC(=O)NOCC(=O)N(CC(=O)c1ccccc1)Cc1ccccc1	0.0	2.4	0	12	-31	1	-2	-2	2

Three of the entries above in order of the core dimer inh value, falling:
Compound,core dimer inh
Nc1nc2nc(-c3cccs3)cc(C(F)(F)F)n2n1,1
CSc1ccc(Cl)c(C(=O)NNC(=O)c2csc(N3CCOCC3)n2)c1,0
COc1ccc(Nc2nc(NCC3CCCO3)c3ccccc3n2)c(OC)c1 (configuration not stated),-3

Pulled one by one from the entries so far, two records:
SMILES	Efflux pump inh	PP5 inh	LYPLA2 counter	PREPL inhibitor	Fh CTSL1 inh	TPT1 inhibitor	PP1 counter	core dimer inh	JMJD2C inh
CN(C)c1ccc(NC(=O)COC(=O)Cn2nnc3ccccc32)cc1	-0.2	2.2	3	-5	-4	0	-2	-4	0
Nc1nc2nc(-c3cccs3)cc(C(F)(F)F)n2n1	0.0	-1.3	-4	-11	4	1	1	1	2

(listing goes on)
SMILES	Efflux pump inh	PP5 inh	LYPLA2 counter	PREPL inhibitor	Fh CTSL1 inh	TPT1 inhibitor	PP1 counter	core dimer inh	JMJD2C inh
N#Cc1cncc(-c2ccc3c(c2)OCCOCCOCCOCCOCCO3)n1	0.0	2.6	0	3	-1	0	-1	-3	0
CC(C)Nc1ncnc2c1nnn2Cc1ccccc1	0.1	0.4	1	7	-2	1	1	2	3
Fc1ccc(-c2nnc(-n3nnc4ccccc43)c3ccccc23)cc1	0.2	3.9	-16	-3	4	1	-2	6	0
COc1ccc(S(=O)(=O)Cc2ccc(C(=O)NCc3ccccc3OC)o2)cc1	-0.2	-0.7	5	-12	5	3	0	5	4
COc1cc(C(=O)NCc2ccccc2)cc(Br)c1OC	0.0	4.0	5	10	3	-7	-3	-13	-4
CCCCN(C)CCNC(=O)c1cc2c(=O)[nH]c3ccccc3c2n1C	-0.3	-5.9	7	-32	1	-4	6	1	0
CN1C(=O)/C(=C\c2cc(N=Nc3ccccc3)ccc2O)SC1=S	0.0	3.6	4	2	3	0	-2	6	11
CCOC(=O)c1c(C)n(O)c2ccc(Cl)cc2c1=O	0.1	3.1	0	8	-2	-3	0	-4	-13
O=C(Cc1ccccc1)NCc1ccccn1	0.1	-0.4	-7	-1	5	-3	-4	0	5
CCc1ccc(NC(=O)CSc2nc3[nH]ncc3c(=O)[nH]2)cc1	0.3	0.4	0	3	0	4	-6	-5	-4
CN(C)CCN(Cc1ccco1)C(=O)c1cc2c(Cl)nc3ccccc3c2s1	-0.1	1.2	-6	-30	1	-5	-2	-5	-2
CN1C(=O)/C(=C\c2ccc(-c3ccccc3)o2)SC1=S	-0.1	2.5	-8	1	-1	47*	-2	4	-2
COc1cc(CN2CCN(c3cc(C)ccc3C)CC2)cc([N+](=O)[O-])c1O	-0.1	0.0	-1	6	1	-1	2	-1	6
Cc1ccc(NS(=O)(=O)c2ccc(Cl)s2)cc1S(=O)(=O)N(C)C	1.9	0.2	-3	1	-2	0	-2	3	2
O=S(=O)(NCc1csc(-c2cccnc2)n1)c1cccs1	-0.1	0.1	2	6	4	1	-2	3	-3
O=C(OCC(=O)N1CCOCC1)c1cc2ccccc2oc1=O	-0.2	0.6	0	9	x	x	-4	x	1
CC(NC(=S)Nc1ccc([N+](=O)[O-])cc1)c1ccncc1 (configuration not stated)	-0.1	0.4	-6	-1	2	0	0	-3	11
COC(=O)COc1ccc2c(=O)c(-c3ccccc3OC)coc2c1	-0.1	-1.2	6	17	0	0	-1	2	2
CN1c2cccc3cccc(c23)N(C)C1(C)C	-0.1	2.3	2	14	-3	2	-8	-8	9
COc1ccc2oc(C(=O)N3CCN(C/C=C/c4ccccc4)CC3)c(C)c2c1	-0.2	-0.1	10	-19	x	x	-1	x	2
S=C(NCCc1ccc(Cl)cc1)NC1CC1	0.0	-0.9	8	-8	3	-3	-2	-2	-8
Cc1ccc(NCC(=O)Nc2c(C)n(C)n(-c3ccccc3)c2=O)cc1S(=O)(=O)N(C)C	0.0	1.5	-1	-10	-1	1	3	-1	9
Cc1ccccc1C(=O)Nc1ccc(N2CCOCC2)nc1	0.2	-0.4	0	15	4	-4	0	-1	-24
OCc1cn(-c2ccccc2)nc1-c1ccc2c(c1)OCCO2	0.1	4.6	2	10	-4	-2	-5	-3	-4
CCC(C)[C@@H](CN(N=O)[C@@H](Cc1ccccc1)CN(C)N=O)N(CCc1ccccc1)N=O (some centres not stated)	x	5.0	-4	13	6	1	8	14	4
Cc1cccc(C)c1Nc1nc2ccccc2o1	-0.1	2.3	3	5	-1	-2	0	-7	22
O=C(CN1C(=O)COc2ccccc21)NCCN1CCCC1	0.0	1.5	9	9	2	-5	0	-3	9
Cc1cccc(-c2nnc(SCc3nc4ccccc4[nH]3)n2Cc2ccco2)c1	0.2	2.7	-3	7	5	3	-1	14	-1
Cc1ccc(SCC(=O)Nc2ccc(-c3nc4ccccc4[nH]3)cc2)cc1	0.7	0.5	-4	8	8	4	1	2	1

Source: PubChem BioAssay
